# Bioassay records deposited in PubChem by several laboratories.
# PolyA inh – polyadenylation inhibitors in yeast reporter cells, primary screen, luminescence, S. cerevisiae | hit rate 0.02% among 300,000 | S. cerevisiae SKY197-pL101 polyadenylation reporter, beta-gal luminescence; efflux-impaired pdr1/pdr3 knockout yeast; score 100 = 6 SD above DMSO | calls only at 12 µM;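 active = lowest replicate activity score at least 50, where 100 means six control SD above control mean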;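 note: yeast exposed to compound for 9 h at 30 °C; higher score means more reporter readthrough which indicates perturbed polyadenylation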
# hERG protect – hERG rescue from dofetilide block, primary screen, cell-based, CHO-hERG, FluxOR thallium flux, dofetilide IC70; Voltage-gated inwardly rectifying potassium channel KCNH2 (Homo sapiens), Q12809; dofetilide IC70 present; activation (rescue from dofetilide block), less the hit threshold, % at 10 µM; hit rate 0.51% among 310,000; AID 1511, 2009;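 active = activation above the mean of controls blocked by dofetilide plus 5 SD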;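 note: thallium influx through hERG after potassium depolarization seen as dye fluorescence rise; in these data hits start at about 4.7%; inactives centre near -7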
# KCNQ1 act – potentiators or activators of KCNQ1 channel, primary screen, cell-based, thallium flux, high-throughput; CHO-K1 KCNQ1, thallium flux FluxOR fluorescence; active compounds read high; B-score at 10 µM; hit rate 0.35% among 310,000; AID 2648, 2010;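 active = fluorescence ratio B-score, a plate-corrected score, at least three library SD, with initial intensity B-score within 5 SD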
# Target sequence (P51787 whole entry, looked up): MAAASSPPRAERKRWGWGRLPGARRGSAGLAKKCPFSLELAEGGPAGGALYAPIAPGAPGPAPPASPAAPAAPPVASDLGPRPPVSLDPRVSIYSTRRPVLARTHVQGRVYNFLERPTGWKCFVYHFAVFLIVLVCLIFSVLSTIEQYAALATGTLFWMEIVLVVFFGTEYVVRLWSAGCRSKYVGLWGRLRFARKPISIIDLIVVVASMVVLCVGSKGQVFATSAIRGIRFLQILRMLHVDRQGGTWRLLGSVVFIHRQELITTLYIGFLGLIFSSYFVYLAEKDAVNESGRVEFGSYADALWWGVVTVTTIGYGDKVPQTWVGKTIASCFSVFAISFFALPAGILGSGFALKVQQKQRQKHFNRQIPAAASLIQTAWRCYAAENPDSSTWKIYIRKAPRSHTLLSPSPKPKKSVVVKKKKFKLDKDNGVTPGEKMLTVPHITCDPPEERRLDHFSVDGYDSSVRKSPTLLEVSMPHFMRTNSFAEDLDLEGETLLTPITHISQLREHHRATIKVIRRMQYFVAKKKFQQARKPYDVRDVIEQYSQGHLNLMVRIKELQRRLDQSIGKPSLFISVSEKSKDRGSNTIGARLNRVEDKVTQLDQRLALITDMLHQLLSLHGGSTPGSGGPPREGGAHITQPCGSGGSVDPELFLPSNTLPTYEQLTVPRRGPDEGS
#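 assay system = CHO-K1 cells stably expressing KCNQ1 | medium = assay buffer, equal DMSO in all wells | timing = 37 °C overnight plating, 90-min dark dye load, 20-min compound pretreatment | measured by = kinetic FluxOR thallium fluorescence, 10-s 1-Hz baseline, 110-s post-stimulus read | measure = fluorescence change relative to baseline, converted to B score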
# KCNQ1 inh – inhibitors of human KCNQ1 channel, primary screen, cell-based, thallium flux, high-throughput. B-score at 10 µM. Potassium voltage-gated channel subfamily KQT member 1 (Homo sapiens), P51787. CHO-K1 KCNQ1, FluxOR thallium flux fluorescence; active compounds read high. hit rate 1.3% among 310,000. AID 2642, 2010;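 active = compounds whose thallium flux B-score, printed positive for inhibition, exceeds three library SD while starting fluorescence stays within three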;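 note: channel opened by potassium depolarization with thallium stimulus after 20 min compound exposure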
# TRPC4 agonist – activators of mouse TRPC4 channel, primary screen, Fluo4 calcium, HEK293 TRPC4beta/mu-opioid cells; Short transient receptor potential channel 4 (Mus musculus), Q9QUQ5; Fluo4 calcium fluorescence; active compounds read high; B-score at 10 µM; hit rate 0.49% among 310,000; AID 2237, 2010;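 active = B-score above 5 SD of library B-scores, and initial fluorescence ratio not above library mean plus 5 SD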;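 note: positive B-score marks a calcium rise read as TRPC4 activation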
#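 Assay system: HEK293 cells stably co-expressing mouse TRPC4beta and mu-opioid receptor / Timing: Fluo4 dye loading 45 min at room temperature, 110 s recording / Signal: Fluo4 calcium-sensitive dye fluorescence, kinetic, 1 Hz baseline / Read-out: integrated baseline-normalised fluorescence ratio, converted to per-well B score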
# TRPC4 inh – inhibitors of mouse TRPC4 channel, primary screen, Fluo4 calcium, HEK293 TRPC4beta/mu-opioid cells | Short transient receptor potential channel 4 (Mus musculus), Q9QUQ5 | DAMGO-evoked Fluo4 calcium flux; active compounds read low | B-score at 10 µM | hit rate 0.39% among 300,000;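 active = B-score over 3 SD under the library average, no early fluorescence shift, positive overall ratio signal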
#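 Assay system: TRPC4beta/mu-opioid receptor HEK293 cell line; compound dosing: single concentration per test compound; detection: Fluo4 Ca2+ flux fluorescence; evaluation: per-well B score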
# DYRK1A inh – rat Dyrk1A kinase inhibitors, primary screen, biochemical, single point, plate reader; Dual specificity tyrosine-phosphorylation-regulated kinase 1A (Rattus norvegicus), Q63470; ADP-Glo luminescence, NFATc1 peptide; inhibition, % at 12.5 µM; hit rate 0.43% among 310,000; in the data active = inhibition above about 50%;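 note: plate controls were vehicle with enzyme for no effect and no enzyme for full effect; many of its hits are not listed in these tables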
# KCNK3 block – human KCNK3 channel inhibitors, primary screen, CHO cells, FluxOR thallium flux, B-score; Potassium channel subfamily K member 3 (Homo sapiens), O14649; FluxOR fluorescence; active compounds read low; B-score at 10 µM; hit rate 0.84% among 340,000;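 active = B-score under library mean minus 4 SD, starting fluorescence ratio at most library mean plus 5 SD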;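 note: more negative B-score means stronger inhibition of thallium flux through KCNK3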
# Target sequence (O14649 whole entry, looked up): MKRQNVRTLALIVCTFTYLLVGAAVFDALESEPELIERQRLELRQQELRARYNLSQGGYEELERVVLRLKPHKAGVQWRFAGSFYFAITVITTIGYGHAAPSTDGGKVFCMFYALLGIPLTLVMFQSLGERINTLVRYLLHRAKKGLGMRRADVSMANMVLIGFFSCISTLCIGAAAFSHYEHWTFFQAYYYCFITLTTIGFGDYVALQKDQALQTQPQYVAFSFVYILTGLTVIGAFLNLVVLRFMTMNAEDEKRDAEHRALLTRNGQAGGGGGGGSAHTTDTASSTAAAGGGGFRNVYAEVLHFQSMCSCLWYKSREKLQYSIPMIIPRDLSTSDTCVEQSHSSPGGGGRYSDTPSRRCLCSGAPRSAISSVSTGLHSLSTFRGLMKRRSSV
# KCNK9 inh – KCNK9 potassium channel inhibitors, primary screen, HEK293 cells, thallium flux; Potassium channel subfamily K member 9 (Homo sapiens), Q9NPC2; FluxOR thallium flux fluorescence; active compounds read low; B-score at 10 µM; hit rate 1.2% among 310,000; AID 488922, 2010;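 active = ratio B-score over 3 SD below the library mean, with starting fluorescence within 5 SD of its mean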;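 note: negative B-score means less thallium flux so channel inhibition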
# TRPC4 potent – positive allosteric modulators of TRPC4, primary screen, cell-based, mouse TRPC4beta, HEK293 mu-opioid, Fluo-4 calcium | DAMGO EC20, Fluo-4 Ca2+ flux; active compounds read high | B-score at 10 µM | hit rate 0.42% among 310,000 | AID 2227, 2009;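 active = B-score of calcium response area above 5 SD of library B-scores, with initial fluorescence ratio within 5 SD of library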;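 note: B-score of integrated fluorescence ratio over time as area under calcium response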
# Platelet DG rel – inhibitors of platelet dense granule secretion, primary screen, cell-based, MLPCN, human platelets. human platelet-rich plasma, SFLLRN dense granule ATP release, luminescence. AID 1663, 2009. inhibition, %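 (compounds screened at 7.5 µM in platelet-rich plasma)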. hit rate 0.22% among 300,000;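 active = mean replicate score, as percent of positive control, at or above 50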
# Starred values were filed as active, the others as inactive; i = inactive; / = no result given. Some of the compounds tested, so the mix of outcomes need not match the whole.
# Each structure is followed by: PolyA inh, hERG protect, KCNQ1 act, KCNQ1 inh, TRPC4 agonist, TRPC4 inh, DYRK1A inh, KCNK3 block, KCNK9 inh, TRPC4 potent, Platelet DG rel
O=C(NCc1ccccc1)c1ccc(CN(c2ccccn2)S(=O)(=O)c2ccccc2)cc1
    i, -9.3, i, i, i, i, 0.0, i, i, i, -1.4
O=C(Nc1ccccc1C(=O)NCCc1ccccc1)c1cnccn1
    i, -1.2, i, i, i, i, -0.4, i, i, i, -2.3
CCOC(=O)C1(CCOC)CCN(C(C)CCc2ccc(OC)cc2)CC1 (centres undefined)
    i, -5.3, i, i, i, -7*, 2.6, i, i, i, 2.4
COc1cccc2c(SCC(=O)N/N=C/c3ccc(O)c(O)c3)cc(C)nc12
    i, -9.6, i, i, i, i, -0.8, i, i, i, -0.2
COc1cccc(CN(C)C(=S)Nc2cccc(C)c2)c1
    i, -2.9, i, i, i, i, 1.1, i, i, i, 0.7
c1ccc(CSc2nnc3ccc(-c4ccncc4)nn23)cc1
    i, -2.4, i, i, i, i, -0.8, i, i, i, -3.7
CCCN(CCC)CCCNC(=O)Cn1cnc2sc(C)c(S(=O)(=O)N3CCC(C)CC3)c2c1=O
    i, -10.0, i, i, i, i, 11.2, i, i, i, 1.1
Cc1cc(C)cc(N(CC(=O)Nc2cc(C)ccc2C)S(=O)(=O)c2c(C)[nH]c(=O)[nH]c2=O)c1
    i, -10.2, i, i, i, i, -3.8, i, i, i, -1.0
Cc1ccc(-n2ccnc(SCC(=O)NC3CCCCC3)c2=O)cc1F
    i, -1.7, i, i, i, i, 1.8, i, i, i, 1.1
Cc1cccc(NS(=O)(=O)c2cccc(C(=O)N3CCCC3)c2)c1
    i, -16.9, i, i, i, i, 9.3, i, i, i, 3.4
Cc1ccc(CS(=O)(=O)c2cn(CC(=O)Nc3ccon3)c3ccccc23)cc1
    i, -14.0, i, i, i, i, 6.9, i, i, i, 3.4
CN(C)CCN(C(=O)C1=COCCO1)c1nc2ccc(Cl)cc2s1
    i, -10.4, i, i, i, i, 20.8, i, i, i, -9.1
COc1ccccc1NC(=O)Nc1ccc(F)c(F)c1
    i, -2.8, i, i, i, i, 0.4, i, i, i, 14.3
O=[N+]([O-])c1ccc(CCNc2cccc3ccccc23)c([N+](=O)[O-])c1
    i, -6.2, i, i, i, i, 7.4, i, i, i, -8.9
COc1ccc(CNC(=O)c2cc(-c3cccs3)on2)cc1
    i, -9.0, i, i, i, i, -1.5, i, i, i, -6.9
N#Cc1ccc(CSc2nnc(NC(=O)c3ccc4ncsc4c3)s2)cc1
    i, -15.9, i, i, i, i, 7.3, i, i, i, -0.9
CC(C)=CC(=O)Nc1nnc(-c2ccccc2C)s1
    i, -0.9, i, i, i, i, -1.6, i, i, i, 4.1
CCN(CC)S(=O)(=O)c1ccc(NC(=O)Nc2cccc(C(F)(F)F)c2)cc1
    i, -21.2, i, i, i, i, 1.0, i, i, i, 12.1
CCCc1ncc(C(O)c2ccc(OC)cc2)n1C (centres undefined)
    i, -6.4, i, i, i, i, /, i, i, i, -0.4
Cc1cc(/C=N/Nc2nc(N)ncc2[N+](=O)[O-])c(C)n1-c1cccc(C(F)(F)F)c1
    i, -10.8, i, i, i, i, /, /, i, i, 9.2
O=C(CN1CCCCC1)NNc1nc(-c2ccccc2)c2cc(Cl)ccc2n1
    i, -20.8, i, i, i, i, -2.3, i, i, i, -6.2
O=C(Nc1ccccc1C(=O)O)c1cccc(NC(=O)c2ccccc2Br)c1
    i, -2.6, i, i, i, i, 12.8, i, i, i, 6.2
CC1CCN(CCNC(=S)Nc2ccc(Cl)cc2)CC1
    i, -8.6, i, i, i, i, 0.6, i, i, i, 12.4
CSc1ncc(Cl)c(C(=O)Nc2c(C)cccc2C)n1
    i, -1.8, i, i, i, i, 1.1, i, i, i, 4.5
COCC(=O)NC1CCN(C(=O)NCc2ccccc2)CC1
    i, -1.1, i, i, i, i, -4.2, i, i, i, 7.5
NC(=O)CNC(=O)c1cccc(Cl)c1
    i, -7.0, i, i, i, i, -2.7, i, i, i, -4.5
CCC(=O)N1CCc2cc(S(=O)(=O)NCCC(=O)Nc3ccccc3C)ccc21
    i, -6.3, i, i, i, i, 5.8, i, i, i, 0.8
C=C(C)c1cccc(C(C)(C)NC(=O)Nc2ccc(OC)cc2)c1
    i, -11.6, i, i, i, i, -3.1, i, i, i, 6.3
CCOC(=O)c1cc(-c2ccc(C#N)cc2)nc2c1c(C)nn2CCC#N
    i, -8.2, i, i, i, i, -6.2, i, i, i, 19.5
N#Cc1cnc2cc(-c3ccccc3)nn2c1N
    i, -5.8, i, i, i, i, -0.9, i, i, i, 9.3
O=C(Nc1ccc2nc(C3CC3)n(Cc3ccccc3)c(=O)c2c1)C1CC1
    i, -7.2, i, i, i, i, -4.8, i, i, i, 2.6
Cc1ccc(OCC(=O)Nc2cc(C(=O)O)cc(C(=O)O)c2)cc1C
    i, -0.4, i, i, i, i, 1.0, i, i, i, 4.0
CCc1cc2c(=O)n(Cc3ccco3)c(SCC(=O)NC3CCS(=O)(=O)C3)nc2s1 (centres undefined)
    i, -5.0, i, i, i, i, -8.8, i, i, i, 0.3
CCOC(=O)c1nc2c(ccc3ccccc32)cc1C
    i, -5.2, i, i, i, i, /, i, i, i, -5.7
COc1ccc(CCCC(=O)Nc2ccc(F)cc2)cc1
    i, -5.6, i, i, i, i, -4.3, i, i, i, -8.9
CCOc1ccc(S(=O)(=O)N(CC)CC(=O)NCc2cccnc2)cc1C
    i, -5.5, i, i, i, i, 2.0, i, i, i, 13.6
CCn1ccnc1CN1CCc2c([nH]c3ccccc23)C1CC(C)C (centres undefined)
    i, -22.2, i, i, i, i, -2.5, i, i, i, 8.6
COc1cc2c(cc1OC)CN(CC(=O)Nc1ccc(F)cc1)CC2
    i, -3.5, i, i, i, i, -1.3, i, i, i, 7.6
COc1ccccc1C(=O)NC(CCSC)C(=O)NNC(=O)c1ccccc1C (centres undefined)
    i, -17.6, i, i, i, i, 7.4, i, i, i, -28.1
COCC1CCCN(Cc2cn(-c3ccccc3F)nc2-c2cc(C)sc2C)C1 (centres undefined)
    i, -11.5, i, i, i, i, -7.3, i, i, i, -26.0
O=C(NCCc1ccccc1)C1CCN(S(=O)(=O)c2cccnc2)CC1
    i, -12.8, i, i, i, i, -1.4, i, i, i, 0.6
Cc1ccc(S(=O)(=O)N(C)C)cc1NC(=S)NNC(=O)C(N)=O
    i, -7.9, i, i, i, i, -0.8, i, i, i, -0.2
COc1cc(C(=O)NS(=O)(=O)c2ccccc2C)ccc1Cc1cn(C)c2ccc(NC(=O)OC3CCCC3)cc12
    i, -32.9, i, 10*, i, i, /, /, i, i, -0.8
CCNc1nc(Cl)nc(-c2cn(-c3ccccc3)c3ccccc23)n1
    i, -6.0, i, i, i, i, 3.1, i, i, i, -4.4
O=C(CCCCN1CCCCC1)c1ccccc1
    i, -4.1, i, i, i, i, -0.1, i, i, i, 16.5
O=C(N/N=C/c1ccc(OC(=O)c2ccccc2Cl)cc1)c1ccc(O)cc1
    i, -11.0, i, i, i, i, -2.3, i, i, i, -4.5
Cc1c(C(=O)N2CCCC2)oc2c1-c1[nH]ncc1CC2
    i, -7.8, i, i, i, i, 2.1, i, i, i, -4.4
CCC(=O)c1c[nH]c(C(=O)NCc2ccco2)c1
    i, -2.5, i, i, i, i, 5.5, i, i, i, -6.0
S=C(c1ccc(-c2cccc(Cl)c2)o1)N1CCCCC1
    i, -9.4, i, 6*, i, i, /, i, -8.82*, i, 6.3
COc1cccc(CN2CCN(Cc3ccc4cccc(F)c4n3)CC2CCO)c1 (centres undefined)
    i, 0.1, i, i, i, i, 4.6, i, i, i, 6.4
Cc1cccc(-n2nnc(C(=O)NCc3ccc4c(c3)OCO4)c2N)c1
    i, -6.2, i, i, i, i, 3.8, i, i, i, 1.6
Cc1cc(NC(=O)Cn2nc(C(F)(F)F)c3c2CCCC3)no1
    i, -12.6, i, i, i, i, -10.6, i, i, i, -13.2
O=C(CSc1ccc(-c2ccc(F)cc2)nn1)N1CCCCC1
    i, -4.9, i, i, i, i, 2.8, i, i, i, 12.0
COc1ccccc1NC(=O)C(O)C(O)C(=O)Nc1ccccc1OC (centres undefined)
    i, -12.7, i, i, i, i, -3.3, i, i, i, 9.3
COc1ccccc1OCCNC(=O)CNC(=O)c1ccc(Cl)c(Cl)c1
    i, -6.3, i, i, i, i, -1.7, i, i, i, -6.1
CCc1nn2c(NCCOC)cc(C)nc2c1-c1ccc(F)cc1
    i, -10.9, i, i, i, i, 15.2, i, i, i, 4.7
CCC/C=N/NC(=O)c1cc(Br)ccc1O
    i, -4.3, i, i, i, i, 6.2, i, i, i, 1.9
O=C(O)C(O)(c1ccccc1)C(O)c1ccccc1 (centres undefined)
    i, -5.2, i, i, i, i, -0.9, i, i, i, 3.4
Cc1cc2ccccc2c(=O)n1CC(=O)NCC(=O)N1CCN(c2ccccc2F)CC1
    i, -12.9, i, i, i, i, 5.5, i, i, i, -0.5
O=C1c2ccccc2S(=O)(=O)c2cc(C(=O)N3CCN(c4ccc(Cl)cn4)CC3)ccc21
    i, -9.7, i, i, i, i, 2.4, i, i, i, -1.1
